Compound activity deposited in PubChem BioAssay by several laboratories.
PLAP inhibitors HTS = PLAP enzyme inhibitors, biochemical, luminescence, HTS (AID 690); purified PLAP, luminescent substrate; higher % means a stronger effect; one-dose inhibition, % at 20 µM; IC50 in µM for titrated hits; 96,000 compounds, 0.08% hits; in the data active = a potency from the dose series; inactive = the rest, 99 in 100 with inhibition below about 30%; also: strong numbers were not always called active
Bcl-B displacement = displacers of TR3 peptide from Bcl-B, primary screen, selectivity assay for Bfl-1 inhibitor project, biochemical, fluorescence polarization; FP displacement of FITC-TR3 peptide from Bcl-B; higher % means a stronger effect; one-dose displacement, % at 20 µM; IC50 in µM for titrated hits; 96,000 compounds, 0.11% hits; AID 748;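 active = displacement above 50% at 20 µM plus a fluorescence interference ratio under 1.5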;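 also: plate controls were wells without compound for no effect and wells lacking Bcl-B protein for full effect; a part of the inactive calls stands beside numbers as strong as those of hits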
NFkB transloc pot = enhances IL-1B driven NFkB nuclear translocation. HUVEC IL-1B NFkB p65 nuclear translocation imaging. activation, % at 2 µM. 94,000 compounds, 0.3% hits. AID 819;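 active = activation above 40%, about the mean plus 3 SD, also judged a hit on visual image review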;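 also: percent activation is computed from the nuclear over cytoplasmic p65 intensity ratio; values of inactives mirror those of a sister screen read the other way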
MRP reversal = reverses drug resistance mediated by MRP; 85,000 compounds, 0.04% hits; differential viability (reversal), % at 10 µM; H69AR cells + 2 uM doxorubicin, CellTiter-Glo, 72 h; AID 602;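 active = viability drop by adding the cancer drug above about 55%, with treated viability meeting a 40% cutoff, limit read from the data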;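 also: viability without doxorubicin minus viability with 2 µM doxorubicin for each compound; larger differential means the compound sensitizes cells more to doxorubicin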
NFkB transloc inh = blocks IL-1B driven NFkB nuclear translocation in HUVEC cells. HUVEC IL-1B NFkB p65 nuclear translocation imaging. inhibition, % at 2 µM. 94,000 compounds, 0.43% hits. AID 796;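 active = inhibition above about 30% together with a positive call from visual inspection of the well image, limit read from the data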;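 also: nuclear over cytoplasmic p65 intensity ratio measured by imaging; 0% = IL-1B stimulated DMSO wells and 100% = unstimulated DMSO wells; values of inactives mirror those of a sister screen read the other way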
MRP reversal cytotoxicity = recorded beside MRP reversal, whose call it bears; viability, %; H69AR cells, CellTiter-Glo, 72 h; measured here: cytotoxicity without doxorubicin
MRP reversal with doxorubicin = also measured in MRP reversal; calls as there; viability, %; measured here: viability with 2 uM doxorubicin; hits give low values
NFkB transloc inh cell count 2 µM = further read-out of NFkB transloc inh, marked with its call; cell count; measured here: cells passing quality filter;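 raw number of nuclei counted in each imaged well without normalization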
NFkB transloc pot cell count 2 µM = also measured in NFkB transloc pot; calls as there; cell count; measured here: cells passing quality filter
Starred values were filed as active, the others as inactive; · = not tested or not shown. Only part of the results is shown, so the mix of outcomes need not match the whole.

Letters: A = PLAP inhibitors HTS; B = Bcl-B displacement; C = NFkB transloc pot; D = NFkB transloc pot cell count 2 µM; E = MRP reversal; F = MRP reversal cytotoxicity; G = MRP reversal with doxorubicin; H = NFkB transloc inh; I = NFkB transloc inh cell count 2 µM
#1 CC(C)c1ccc(N2C(=O)CC(Sc3ncn[nH]3)C2=O)cc1 (stereo not given)
  A: -13%; B: -11%; C: 1; D: 60; E: 0; F: 83; G: 83; H: -1; I: 60
#2 O=C(COC(=O)c1ccc2c(c1)OCO2)NC1CCS(=O)(=O)C1 (stereo not given)
  A: 7%; B: -10%; C: ·; D: ·; E: 6; F: 93; G: 87; H: ·; I: ·
#3 c1cn2c(NC3CCCC3)c(-c3ccc(N4CCOCC4)cc3)nc2cn1
  A: -36%; B: -18%; C: 11; D: 159; E: -11; F: 69; G: 80; H: -11; I: 159
#4 O=S(=O)(NCc1ccc2c(c1)OCO2)c1cccc2cccnc12
  A: -17%; B: -4%; C: 15; D: 156; E: 6; F: 103; G: 98; H: -15; I: 156
#5 O=C(c1ccco1)N1CCN(C(=O)c2cnn3cccnc23)CC1
  A: -6%; B: -13%; C: -15; D: 77; E: -9; F: 81; G: 90; H: 15; I: 77
#6 Cc1ccc(NC(=O)CCn2c(=O)oc3ccccc32)cc1
  A: -7%; B: 3%; C: -5; D: 108; E: 0; F: 100; G: 99; H: 5; I: 108
#7 COc1ccc(OCC(=O)Nc2ncc3c(n2)CC(C)(C)CC3=O)cc1
  A: 5%; B: 5%; C: -9; D: 93; E: 4; F: 86; G: 82; H: 9; I: 93
#8 FC(F)(F)c1cccc(N2CCN(CC3CC=CCC3)CC2)c1 (stereo not given)
  A: 28%; B: 2%; C: 1; D: 169; E: 2; F: 98; G: 96; H: -1; I: 169
#9 O=C(O)c1cc(-c2ccco2)nc2ccccc12
  A: 16%; B: 19%; C: ·; D: ·; E: -8; F: 91; G: 99; H: ·; I: ·
#10 O=C(Nc1ccc(Cl)cc1)N1CCCN(Cc2ccc(F)cc2)C1
  A: 17%; B: 1%; C: ·; D: ·; E: -27; F: 39; G: 66; H: ·; I: ·
#11 CS(=O)(=O)N(CC(=O)NC1CCCCC1)c1cccc(Cl)c1
  A: -41%; B: -2%; C: 7; D: 112; E: -8; F: 90; G: 98; H: -7; I: 112
#12 CC(=O)Cc1nsc(NC(=O)c2ccco2)n1
  A: 2%; B: -5%; C: 25; D: 164; E: ·; F: ·; G: ·; H: -25; I: 164
#13 COc1nc2ccccc2c(=O)n1OCC(C)C
  A: 7%; B: -4%; C: 8; D: 131; E: 3; F: 106; G: 102; H: -8; I: 131
#14 Cc1ccc(Sc2ncccc2COC(=O)Nc2c(C)cccc2C)cc1
  A: 8%; B: 2%; C: 0; D: 200; E: ·; F: ·; G: ·; H: 0; I: 200
#15 OCC(CO)(CO)N=Cc1c(O)ccc2ccccc12
  A: 6%; B: 2%; C: 7; D: 115; E: -15; F: 86; G: 101; H: -7; I: 115
#16 COc1ccc(CCNc2nc(-c3ccco3)cc(C(F)(F)F)n2)cc1OC
  A: 5%; B: -4%; C: 0; D: 122; E: 10; F: 95; G: 85; H: 0; I: 122
#17 Cc1nnc(-c2cccc(Br)c2)c2cn(-c3cccc(Br)c3)nc12
  A: -4%; B: -11%; C: ·; D: ·; E: ·; F: ·; G: ·; H: ·; I: ·
#18 O=C(c1ccc(N2CCCC2=O)cc1)N1CCCCCC1
  A: 4%; B: -17%; C: -12; D: 127; E: 4; F: 106; G: 102; H: 12; I: 127
#19 COc1ccc(C2CC(=O)c3c(C)nc(N4CCN(c5ccccc5)CC4)nc3C2)cc1 (stereo not given)
  A: -51%; B: 12%; C: 15; D: 153; E: ·; F: ·; G: ·; H: -15; I: 153
#20 N#C/C(=C(/O)CSc1nnc(Cc2cccs2)n1C1CCCCC1)c1nc2ccccc2[nH]1
  A: -166%; B: -79%; C: ·; D: ·; E: -15; F: 54; G: 70; H: ·; I: ·
#21 C=CCNC(=O)CCCOc1cc(C)ccc1C
  A: -23%; B: -13%; C: 13; D: 123; E: 4; F: 55; G: 51; H: -12; I: 123
#22 Cc1ccc(C)c(Cn2c(=O)n(-c3ccc(CC(=O)NCc4ccco4)cc3)c(=O)c3sccc32)c1
  A: -40%; B: -9%; C: 1; D: 58; E: 12; F: 91; G: 79; H: -1; I: 58
#23 Cc1ccc2nc(SCc3nnc(-c4ccccc4Br)o3)[nH]c2c1
  A: -65%; B: -44%; C: -1; D: 178; E: 5; F: 78; G: 73; H: 1; I: 178
#24 COCCN(C(=O)c1csnn1)C(C(=O)NC1CCCCC1)c1cccs1 (stereo not given)
  A: 5%; B: -1%; C: -4; D: 113; E: 19; F: 92; G: 73; H: 4; I: 113
#25 Cc1ccc(C(=O)Nc2nc3ccccc3s2)s1
  A: 16%; B: -25%; C: ·; D: ·; E: 0; F: 62; G: 62; H: ·; I: ·
#26 CC(C)NC(=O)c1cccc(Br)c1
  A: 14%; B: 6%; C: 6; D: 91; E: 15; F: 101; G: 85; H: -6; I: 91
#27 COc1ccc(/C=N/NC(=O)c2sccc2OCc2ccc(F)cc2)cc1OC
  A: -3%; B: -8%; C: 38; D: 151; E: ·; F: ·; G: ·; H: -38; I: 151
#28 Cc1ccc(N2C(=O)c3ccc(C(=O)NCCN4CCOCC4)cc3C2=O)cc1
  A: -15%; B: 3%; C: -17; D: 108; E: 19; F: 106; G: 87; H: 17; I: 108
#29 CCOC(=O)/C(C#N)=C\c1ccco1
  A: 5%; B: -16%; C: 7; D: 128; E: ·; F: ·; G: ·; H: -7; I: 128
#30 CCN(CC)c1ccc(NC(=O)CN2C(=O)CC(C)(C)S(=O)(=O)c3ccccc32)c(C)c1
  A: -39%; B: -3%; C: 12; D: 65; E: 17; F: 93; G: 76; H: -12; I: 65
#31 O=C(CN1CCN(c2ccc(F)cc2)CC1)N1N=CCC1c1ccccc1 (stereo not given)
  A: -14%; B: 1%; C: 0; D: 154; E: ·; F: ·; G: ·; H: 0; I: 154
#32 CCOC(Cn1c(CCCO)nc2ccccc21)OCC
  A: -9%; B: -1%; C: -1; D: 184; E: 2; F: 85; G: 83; H: 1; I: 184
